Screens deposited in PubChem BioAssay by Johns Hopkins Ion Channel Center.
CHT PAM: CHT positive allosteric modulators, primary screen, cell-based, membrane potential dye, choline EC20; High affinity choline transporter 1 (Homo sapiens), Q9GZV3; CHT-expressing cells; stronger effect = higher value; LV-AA mutant CHT in HEK293 cells; B-score at 10 µM; 310,000 tested, 0.49% active; AID 488977, 2010;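 active = initial fluorescence not abnormally high and integrated response B-score, plate-corrected, over 3 SD above library mean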
Target sequence (Q9GZV3 whole entry, looked up): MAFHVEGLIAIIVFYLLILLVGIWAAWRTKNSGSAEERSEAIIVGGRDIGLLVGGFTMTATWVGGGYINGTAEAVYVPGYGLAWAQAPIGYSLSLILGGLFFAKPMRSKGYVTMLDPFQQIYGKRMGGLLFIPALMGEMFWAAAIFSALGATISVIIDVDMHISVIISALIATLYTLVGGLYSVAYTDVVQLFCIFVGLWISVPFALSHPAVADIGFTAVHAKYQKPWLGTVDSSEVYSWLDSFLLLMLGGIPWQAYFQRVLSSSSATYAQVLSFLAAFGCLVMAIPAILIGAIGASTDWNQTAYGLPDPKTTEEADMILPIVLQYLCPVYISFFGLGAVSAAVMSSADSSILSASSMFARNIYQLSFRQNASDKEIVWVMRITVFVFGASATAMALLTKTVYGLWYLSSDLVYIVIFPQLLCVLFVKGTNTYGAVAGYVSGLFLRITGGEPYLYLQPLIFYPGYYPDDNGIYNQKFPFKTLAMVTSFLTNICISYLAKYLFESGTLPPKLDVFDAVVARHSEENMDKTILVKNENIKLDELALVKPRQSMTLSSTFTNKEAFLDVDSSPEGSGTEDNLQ
CHT inh: inhibitors of human choline transporter CHT | High affinity choline transporter 1 (Homo sapiens), Q9GZV3 | CHT-expressing cells, membrane potential dye, choline response; stronger effect = lower value | B-score at 10 µM | 310,000 tested, 0.86% active | AID 488975, 2010;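 active = B-score over 3 SD under the library average, and starting fluorescence ratio not unusually high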;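 also: choline stimulus applied at its EC90 after an EC20 pre-addition; B-score computed on integrated fluorescence ratio after choline addition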
Numbers without * were called inactive; i = inactive. Rows are unselected (roughly 1.4% active in at least one column).

cpd | mol | CHT PAM | CHT inh
1 | CCOC(=O)CCCCCN1C(=O)c2cccc3cccc(c23)C1=O | i | i
2 | O=C(Nc1ccccc1-c1nc2ccccc2s1)c1cccnc1 | i | i
3 | COc1ccccc1NC(=O)N1CCCC1C(=O)NCC1CCCO1 (stereo not given) | i | i
4 | CCOC(=O)c1cnc2ccc(C(=O)OC)cc2c1Nc1ccc2c(c1)OCCO2 | i | i
5 | Cc1cccc(C(=O)N2CCN(c3ccc([N+](=O)[O-])c(N4CCOCC4)c3)CC2)c1 | i | i
6 | CNC(=O)C(C)NS(=O)(=O)c1ccc(F)cc1 (stereo not given) | i | i
7 | O=C(CSc1nc(-c2cccs2)cc(C(F)(F)F)n1)Nc1cc(OCC(F)(F)F)cc([N+](=O)[O-])c1 | i | i
8 | O=C(c1ccccc1Sc1ccccc1[N+](=O)[O-])N1CCCCC1 | i | i
9 | O=C(CN(C(=O)c1csnn1)c1ccc(F)c(Cl)c1)NC1CCCCC1 | i | i
10 | CCOC(=O)CN1C(c2ccccc2O)Nc2ccc(Br)cc2C1c1ccccc1 (stereo not given) | i | i
11 | O=C(Nc1ccccc1)Nc1ccccc1C(=O)NCc1ccccc1 | i | i
12 | O=C(O)c1cnccn1 | i | i
13 | CCN(CC)S(=O)(=O)c1ccc(N2CCOCC2)c(NC(=O)COc2ccc(C#N)cc2)c1 | i | i
14 | Cc1ccc(OCCn2c(=S)[nH]c3c(N)ncnc32)cc1 | i | i
15 | COC(=O)c1cn(NC(=O)Cc2ccccc2OC)c(=O)c2ccccc12 | i | i
16 | C=CCn1c(SCC(=O)Nc2ccc3c(c2)OCCO3)nnc1-c1ccco1 | i | i
17 | CC(=O)Nc1ccc2c(c1)C(=O)N(c1cccc3ccccc13)C2=O | i | i
18 | CCSCCNC(=O)c1cc(-n2cnnc2)ccc1Cl | i | i
19 | COc1ccc(N=Cc2c(O)n(-c3ccc(OC)cc3)c(=O)c3ccccc23)cc1 | i | i
20 | CC1CCN(C(=O)/C(=C\c2ccccc2F)NC(=O)c2ccccc2)CC1 | i | i
21 | COc1ccc(C(=O)C[n+]2ccc3c(c2)nc(-c2ccc(OC)cc2OC)n3C)cc1 | i | i
22 | COCCNC(=S)N/N=C/c1c2ccccc2cc2ccccc12 | i | i
23 | COc1cc(NS(=O)(=O)c2ccc(NC(=O)/C(=C/c3ccccc3Cl)NC(=O)c3ccccc3)cc2)nc(OC)n1 | i | i
24 | CCOC(=O)CNC(=O)Cn1cnc2sc(C)c(S(=O)(=O)N3CCOCC3)c2c1=O | i | i
25 | c1ccc(N2CC[N+]3(CCCC3)CC2)nc1 | i | i
26 | CCOc1ccc(Oc2c(/C=N/NC(=O)COc3ccccc3OC)c(C)nn2-c2ccccc2)cc1 | i | i
27 | COc1cc(C(C)=O)ccc1OCC(O)CN1CCN(c2ccccc2)CC1 (stereo not given) | i | i
28 | CC(C)(C)c1ccc(CS(=O)CC(O)CO)cc1 (stereo not given) | i | i
29 | O=S(=O)(c1ccccc1)c1nc(-c2ccco2)oc1NCc1ccccc1 | i | i
30 | C#CCOCCOCCOCCNc1nc(N2CCN(C(=O)[C@H](CCCCN)n3cc([C@@H](N)CC(C)C)nn3)CC2)nc(N2CCN(C(=O)[C@H](Cc3ccc(O)cc3)n3cc([C@@H](N)CC(C)C)nn3)CC2)n1 | i | i
31 | CCOc1ccc(-c2[nH]ncc2-c2csc(C)n2)c(O)c1 | i | i
32 | Cc1ccc(NC(=O)CC(C)S(=O)(=O)c2ccc3c(c2)NC(=O)CO3)c(Cl)c1 (stereo not given) | i | i
33 | O=C(CC(C(=O)O)c1c[nH]c2ccccc12)c1ccccc1 (stereo not given) | i | i
34 | Cc1cc(NC(=O)Cn2cc([N+](=O)[O-])cn2)no1 | i | i
35 | CCCOc1ccc(C(=O)Nc2ccc(S(=O)(=O)NC3=NCCCCC3)cc2)cc1 | i | i
36 | O=C(NNC(=S)NC1CC2CCC1C2)c1ccc(Cl)cc1 (stereo not given) | i | i
37 | CCCc1ccc2oc(C(=O)N3CCNC(=O)C3CC(=O)OC)c(C)c2c1 (stereo not given) | i | i
38 | S=c1nc(-c2sccc2OCc2ccc(Cl)cc2Cl)[nH][nH]1 | i | -5*
39 | CC1CN(/C=C/C=O)C(C)CC1OC(=O)c1ccccc1 (stereo not given) | i | i
40 | CCCOc1ncnc2c1sc1nc3c(cc12)COC(C)(C)C3 | i | i
41 | COc1cccc2c1cc1c(=O)n(CC(=O)N3CCC(C)CC3)nc(C)n12 | i | i
42 | O=C1c2c([N+](=O)[O-])cc([N+](=O)[O-])cc2S(=O)N1Cc1ccccc1 (stereo not given) | i | i
43 | O=C(Nc1nccs1)c1cccc(N2C(=O)C3C4C=CC(C4)C3C2=O)c1 (stereo not given) | i | i
44 | COc1ccccc1OCCNC(=O)CNC(=O)c1ccc(Cl)c(Cl)c1 | i | i
45 | Cn1c(Cc2csc(N)n2)nnc1SCC(=O)NCc1ccccc1 | i | i
46 | COc1cc(OC)cc(C(=O)N[C@H](C(=O)Nc2ccc(F)cc2F)C(C)C)c1 | i | i
47 | CCOC(=O)c1sc(-c2cccc([N+](=O)[O-])c2)cc1N | i | i
48 | Cc1cc(C)c2sc(NC(=O)CN3C(=O)CCC3=O)nc2c1 | i | i
49 | Cc1ccc(N2CCN(S(=O)(=O)c3ccc4oc(=O)ccc4c3)CC2)cc1Cl | i | i
50 | CCOC(=O)C(CSCC(=O)c1ccc(Cl)cc1)NC(=O)OC(C)(C)C (stereo not given) | i | i
51 | Cc1nnc(SCC2=C(C(=O)O)N3C(=O)C(NC(=O)C(C)n4nc(C(F)(F)F)cc4C)C3SC2)s1 (stereo not given) | i | i
52 | CCn1cc(C(C)(C)C)c(C#N)c1NC(C)=O | i | i
53 | Cc1ccc2cc(CCl)c(Cl)nc2c1 | i | i
54 | O=C(NC1CCS(=O)(=O)C1)/C(=C/c1ccc(Cl)cc1)NC(=O)c1ccccc1 (stereo not given) | i | i
55 | COc1ccccc1C(=O)Nc1sc(C(=O)N2CCCC2)c(C)c1C#N | i | i
56 | O=C(Cn1c(-c2cncs2)nc2ccccc21)NC1CCCC1 | i | i
57 | COc1ccc(S(=O)(=O)N2CCCCCC2)cc1C(=O)OCC(=O)Nc1cc(C)on1 | i | i
58 | C=C1N(c2cccc(Cl)c2)C(=O)OC1(C)C | i | i
59 | O=C(O)CC(NC(=O)c1ccccc1NC(=O)c1ccccc1)C(=O)O (stereo not given) | i | i
60 | Cn1cc(CCC(=O)N2CCCC(Nc3ccc(F)cc3)C2)cn1 (stereo not given) | i | i

(more compounds)
cpd | mol | CHT PAM | CHT inh
61 | O=C(NCCc1ccccc1)c1cccc(Br)c1 | i | i
62 | CC(C)NC(=S)N/N=C/c1cc(Br)ccc1O | i | i
63 | Cc1ccc(C(=O)Nc2cc3c(cc2N2CCCCC2)n(C)c(=O)n3C)cc1 | i | i
64 | COC(=O)c1cc(NC(=O)CN2C(=O)CSC2=O)ccc1Cl | i | i
65 | CCOC(=O)C(=O)N(Nc1ccc(C)cc1)c1ccc(C)cc1 | i | i
66 | Cc1ccc(S(=O)(=O)n2c(=O)oc3ccccc32)cc1 | i | i
67 | Cc1cc(Br)cc(C)c1OCCCCN(C)C | i | i
68 | COc1ccc(Br)cc1CN1CCN(C(=O)c2cccc(OC)c2OC)CC1 | i | i
69 | CN1CCC(=NNC(=O)C(=O)Nc2ccccc2)CC1 | i | i
70 | CCOc1cc(/C=N/NC(=O)c2cccnc2)ccc1OCC(N)=O | i | i
71 | O=C(NCc1ccco1)C1(S(=O)(=O)c2ccc(Cl)cc2)CC1 | i | i
72 | CN1CCN(c2nc(-c3ccco3)cc(C(F)(F)F)n2)CC1 | i | i
73 | O=C1NCCCC1C(=O)N/N=C/c1ccccc1 (stereo not given) | i | i
74 | CCn1c(-c2ccccc2Cl)nn(CC(=O)Nc2ccc(OC)cc2)c1=S | i | i
75 | O=C(NCc1ccc2c(c1)OCO2)C1CCN(Cc2cnn(-c3ccccc3)c2-n2cccc2)CC1 | i | i
76 | CCOC(=O)C1CCN(C(=O)CN(c2ccc3c(c2)OCCO3)S(C)(=O)=O)CC1 | i | i
77 | CC(C)(C)SCCNC(=O)CN(c1ccc(F)cc1)S(C)(=O)=O | i | i
78 | Cc1ccc([N+](=O)[O-])c(-c2n[nH]c(=S)n2-c2cccc(Cl)c2)c1 | i | i
79 | Cc1c2cn[nH]c(=O)c2c(C)n1-c1ccccc1 | i | i
80 | CCn1nnnc1SCC(=O)Nc1ccc(F)cc1 | i | i
81 | Cc1nc([N+](=O)[O-])cn1Cc1cccc2ccccc12 | i | i
82 | COC(=O)[C@H](CCSC)NS(=O)(=O)c1ccccc1Br | i | i
83 | Cc1ccc(S(=O)(=O)Cc2csc(N)n2)cc1 | i | i
84 | CC1=CC(C)(C)N(S(=O)(=O)c2ccc(C)cc2)c2cc(C)ccc21 | i | i
85 | CCOC(=O)C1CCN(C(=O)C2CCN(S(=O)(=O)c3c(C)noc3C)CC2)CC1 | i | i
86 | Cc1nnc(SCC(=O)Nc2ccc3c(c2)OCCO3)n1N | i | i
87 | CCOc1ccccc1C(=O)N1CCC(C(=O)c2ccc(F)cc2)CC1 | i | i
88 | COc1ccc(Cl)cc1NC(=O)CCCNC(=O)c1ccc(Cl)cc1 | i | i
89 | CC(C)(C)NC(=O)CSc1ncnc2c1nnn2Cc1ccccc1Cl | i | -6.73*
90 | COC(=O)Nc1ccc(S(=O)(=O)Nc2cnc3ccccc3n2)cc1 | i | i
91 | COc1ccc(-c2noc(CN(C(=O)c3ccoc3C)C(C)C)n2)cc1 | i | i
92 | CN(C)S(=O)(=O)c1cccc(CSc2cccc[n+]2[O-])c1 | i | i
93 | O=C1c2nc3cc(-c4ccco4)[nH]n3c(=O)c2CN1Cc1ccccc1 | 6.97* | i
94 | O=c1cc(Nc2ccc3c(c2)OCCO3)[nH]c(=O)n1C1CCCCC1 | i | i
95 | COc1cc(S(=O)(=O)N2CC(=O)Nc3ccccc32)ccc1NC(C)=O | i | i
96 | CC(=O)N1CCN(C(=O)CSc2nnc(C)n2-c2ccccc2)CC1 | i | i
97 | COCCSc1nnc(NC(=O)c2cc(C(=O)OC)cc([N+](=O)[O-])c2)s1 | i | i
98 | Cc1cccc(/C=C2/Sc3ccc(C(=O)NCCCN4CCOCC4)cc3NC2=O)c1 | i | i
99 | COc1cc2c(cc1OC)C(COc1cccc(C(F)(F)F)c1)NCC2 (stereo not given) | i | i
100 | O=S(=O)([N-]c1nc2ccccc2nc1-[n+]1ccccc1)c1ccccc1 | i | i
101 | OCCC1CN(C2CCC2)CCN1Cc1ccc(F)c(F)c1 (stereo not given) | i | i
102 | CCOC(=O)C1=C(C)N(c2ccccc2)C(=O)/C1=C\c1ccco1 | i | i
103 | COc1ccc(CCNc2oc(COc3ccccc3)nc2C#N)cc1 | i | i
104 | O=C(COc1ccc2c3c(c(=O)oc2c1)CCC3)N1CCN(c2ccc(F)cc2)CC1 | i | i
105 | COCCNc1nc2c(-c3cccc(C(F)(F)F)c3)nnn2c2ccccc12 | i | i
106 | CC(=O)c1cccc(NC(=O)NC(C)C2CCCO2)c1 (stereo not given) | i | i
107 | COc1c(Cl)cc(Cl)cc1/C=N/NC(=O)c1nnn(-c2nonc2N)c1CN1CCC(C)CC1 | i | i
108 | CCn1cc(CNC(=O)C2CCC(=O)N(Cc3ccccc3F)C2)cn1 (stereo not given) | i | i
109 | O=C(Nc1cnccn1)c1cccc(C(F)(F)F)c1 | i | i
110 | COc1cccc(NS(=O)(=O)c2ccc3[nH]cc(C(=O)NCCCOC(C)C)c(=O)c3c2)c1 | i | i
111 | Cc1cc(Br)ccc1OCCN1CC(C)OC(C)C1 (stereo not given) | i | i
112 | COc1ccc(NC(=O)COC(=O)CCOc2ccccc2C)cc1Cl | i | i
113 | Cc1cc(C)cc(Nc2ncc3c(n2)CC(c2ccco2)CC3=O)c1 (stereo not given) | i | i
114 | N#CC1=C(N)OC2=C(C(=O)CCC2)C1CCc1ccccc1 (stereo not given) | i | i
115 | COc1cccc(-c2nc3c(c(SCC(=O)N4CCOCC4)n2)Cc2c(CO)cnc(C)c2O3)c1 | i | i
116 | C=Cc1cccc(NC(=O)COc2ccccc2)c1 | i | i
117 | COc1ccc(C)cc1NC(=O)c1ccc(NS(=O)(=O)c2cccc3cccnc23)cc1 | i | i
118 | COC(=O)C1=CN(C2CC2)C=C(C(=O)OC)C1c1ccc(C(F)(F)F)cc1 | i | i
119 | COc1ccc(/C=C(\NC(=O)c2ccccc2)C(=O)NCc2ccco2)cc1 | i | i
120 | Cc1nn(-c2ccccn2)c(N)c1N=O | i | i

Entries of single compounds from above. Values in the order: CHT PAM | CHT inh
Listed for `COc1c(Cl)cc(Cl)cc1/C=N/NC(=O)c1nnn(-c2nonc2N)c1CN1CCC(C)CC1` = i | i
Listed for `COc1cccc(-c2nc3c(c(SCC(=O)N4CCOCC4)n2)Cc2c(CO)cnc(C)c2O3)c1` = i | i

Part of the list above, with each value named.
112: COc1ccc(NC(=O)COC(=O)CCOc2ccccc2C)cc1Cl
  CHT PAM: i | CHT inh: i

108: CCn1cc(CNC(=O)C2CCC(=O)N(Cc3ccccc3F)C2)cn1 (stereo not given)
  CHT PAM: i | CHT inh: i

119: COc1ccc(/C=C(\NC(=O)c2ccccc2)C(=O)NCc2ccco2)cc1
  CHT PAM: i | CHT inh: i

117: COc1ccc(C)cc1NC(=O)c1ccc(NS(=O)(=O)c2cccc3cccnc23)cc1
  CHT PAM: i | CHT inh: i

Going on with the list:
cpd | mol | CHT PAM | CHT inh
121 | Cc1ccccc1NC(=O)C1(C)Cc2ccccc2C(=O)O1 (stereo not given) | i | i
122 | CCCCCCNC(=O)CC(NS(=O)(=O)c1ccc(OC)cc1)C(C)C (stereo not given) | i | i
123 | O=C(CSc1ccc2c(c1)OCCO2)Nc1ccc2c(c1)OCO2 | i | i
124 | Cn1c(=NC(=O)CCl)sc2ccccc21 | i | i
125 | CCC(CC)NC(=O)Nc1ccc(F)c(Cl)c1 | i | i
126 | COc1ccc(C2N(c3cc(Cl)ccc3OC)C(=O)C3CCCN32)c(OC)c1 (stereo not given) | i | i
